Source: PubChem
AmpC inh detg: inhibitors of E. coli AmpC beta-lactamase with detergent; P00811; AmpC hydrolysis of nitrocefin, absorbance 480 nm, 0.01% Triton; Potency, µM (top dose mostly 114 µM), inactives show top-dose activity change, negative = inhibition, actives largely listed as inhibitors; 0.041% of 370,000 active;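 also: potency is read from the fitted curve at half-maximal effect; 0% = no-compound wells and -100% = no-enzyme wells; nearly all actives have a fitted effect of over 25% in size; some results filed as inactive show a strong effect at the top dose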
Target sequence (P00811 whole entry, looked up): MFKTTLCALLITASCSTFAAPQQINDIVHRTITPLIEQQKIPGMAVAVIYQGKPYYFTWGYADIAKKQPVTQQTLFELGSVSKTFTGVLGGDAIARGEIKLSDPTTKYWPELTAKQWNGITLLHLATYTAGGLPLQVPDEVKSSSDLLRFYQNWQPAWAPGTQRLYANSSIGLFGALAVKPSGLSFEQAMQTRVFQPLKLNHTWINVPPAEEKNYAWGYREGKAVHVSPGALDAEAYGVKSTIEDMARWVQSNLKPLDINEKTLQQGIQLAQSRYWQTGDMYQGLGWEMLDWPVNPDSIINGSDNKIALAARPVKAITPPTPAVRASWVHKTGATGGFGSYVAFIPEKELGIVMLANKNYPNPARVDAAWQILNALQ
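20 mM phosphate pH 7.0 + 0.01% (detergent screen) or 0.0001% Triton X-100; 5.3 nM AmpC reagent; cpd preinc 15 min RT; nitrocefin (800 uM stock) to start; A480 q20 s × 4 min; Activity was normalised to no-enzyme and no-compound control wells.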
HCMV inh: blocks human cytomegalovirus replication; HFF cells, HCMV-luciferase reporter, 72 h; active compounds read low; activity change, negative = inhibition, % at 57.5 µM; 4.5% of 410,000 active; in the data active = activity change below about -60%; inconclusive = no clear call, values can overlap the other calls; inactive = above about -39%
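Steps: HFFs plated, 16 h 37C; compounds added; HCMV-luciferase added to MOI 1 PFU/cell; 72 h 37C; OneGlo reagent, 5 min room temperature; luminescence read, normalized to controls.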
Tb PYK inh: T. brucei pyruvate kinase inhibition; Potency, µM (doses to about 76.8 µM), without a hit: at the highest dose activity, negative = inhibition, hits mostly inhibitors; 0.12% of 410,000 active; TbPYK enzyme, Kinase-Glo Plus ATP luminescence, 45 min; Q57TT1; also: potency is read from the fitted curve at half-maximal effect; nearly all actives have a fitted effect of over 50% in size
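Screened from lowest to highest concentration, compounds were pinned into TbPYK/substrate mixtures, and ADP (130 uM final) was added. Plates sat at room temperature for 45 min prior to Kinase-Glo Plus detection by luminescence.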
LmPK inhibitor: blocks Leishmania mexicana pyruvate kinase activity; Q27686; purified LmPK, Kinase-Glo ATP luminescence, 1 h; Potency, µM (doses to about 57.5 µM), for inactives: at the highest dose activity change, negative = inhibition, hits mostly inhibitors; 0.37% of 290,000 active; also: potency is read from the fitted curve at half-maximal effect
Target sequence (Q27686 whole entry, looked up): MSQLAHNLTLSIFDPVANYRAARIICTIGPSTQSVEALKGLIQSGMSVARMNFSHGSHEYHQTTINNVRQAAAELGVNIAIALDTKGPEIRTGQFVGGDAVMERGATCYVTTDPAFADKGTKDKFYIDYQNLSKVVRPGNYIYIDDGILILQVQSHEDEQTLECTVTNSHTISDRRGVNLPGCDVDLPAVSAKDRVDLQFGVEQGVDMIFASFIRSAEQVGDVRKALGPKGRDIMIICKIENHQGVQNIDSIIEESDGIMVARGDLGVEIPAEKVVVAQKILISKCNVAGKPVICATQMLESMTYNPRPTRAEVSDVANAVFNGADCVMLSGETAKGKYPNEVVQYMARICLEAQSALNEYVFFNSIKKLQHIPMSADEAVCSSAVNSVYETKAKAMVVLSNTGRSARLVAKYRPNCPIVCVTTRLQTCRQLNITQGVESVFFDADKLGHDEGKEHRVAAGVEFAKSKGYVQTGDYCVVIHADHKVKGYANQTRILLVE
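Purified LmPK (0.1 nM) with 0.5 mM PEP and 0.1 mM ADP in imidazole buffer pH 7.2 with MgCl2/KCl, 1 h at room temperature. ATP formed was read by luciferase luminescence and normalized to no-enzyme and uninhibited controls.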
HCV inhibitor: inhibitors of hepatitis C virus infection | Huh7.5.1 HCVcc-Cre infection, luciferase reporter, 44 h | Potency, µM (series often up to 41.8 µM), for the others: at the highest dose activity change, negative = inhibition, hits mostly inhibitors | 3.4% of 340,000 active | AID 651820; also: potency is read from the fitted curve at half-maximal effect
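Cells (1,000/well) were plated 4 h before compound, then infected with HCVcc-Cre virus (~0.5 moi). After 44 h further culture, infection was read as luciferase luminescence following a 15 min substrate incubation at room temperature.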
AmpC inh no detg: AmpC beta-lactamase inhibition without detergent. P00811. AmpC nitrocefin hydrolysis, absorbance 480 nm, 0.0001% Triton. Potency, µM (highest dose often 57.1 µM), inactives show at the top dose activity change, negative = inhibition, hits mostly inhibitors. 0.52% of 330,000 active. AID 485341;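 also: potency is read from the fitted curve at half-maximal effect; plate controls were no compound for no effect and no enzyme for full effect; nearly all actives have a fitted effect of over 20% in size; some results filed as inactive show a strong effect at the top dose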
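AmpC (5.3 nM in the dispensed reagent) in 20 mM phosphate pH 7.0 with 0.01% (detergent screen) or 0.0001% Triton X-100 was preincubated with compounds for 15 min at room temperature. Nitrocefin was then added from an 800 uM solution, and hydrolysis was followed at 480 nm.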
AMA1 RON2 block: AMA1-RON2 (P. falciparum) interaction inhibition; AlphaScreen AMA1-biotinylated RON2 peptide binding; Potency, µM (top dose mostly 58.2 µM), for inactives: at the highest dose activity change, negative = inhibition, usual class: inhibitors; 0.2% of 360,000 active; AID 720542;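 also: potency is read from the fitted curve at half-maximal effect; 0% = vehicle wells and -100% = peptide control; nearly all actives have a fitted effect of over 45% in size; some results filed as inactive show a strong effect at the top dose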
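AMA1 (3D7) with his tag at 25 nM final met compounds first, then biotinylated RON2 peptide at 25 nM; detection used donor plus acceptor beads, 10 µg/mL apiece, read by AlphaScreen after 30 min at room temperature.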
* = called active by the depositor; ? = inconclusive; / = not tested or not shown; & = joins results of further samples; [ ] = another dose, or the depositor's remark. Unless noted, calls follow the shape of the dose curve; as a rule, active = well fitted curve in the direction sought with a large enough effect; inconclusive = small, poorly fitted or top-dose-only effect, or another doubt; inactive = no such curve, though single readings can be large; an effect the other way counts as inactive or inconclusive. Unless noted, % is scaled to controls: 0 for no effect and ±100 for the full control effect. Compounds as they come; any-hit rate near 7.5%.

mol	AmpC inh detg	HCMV inh	Tb PYK inh	LmPK inhibitor	HCV inhibitor	AmpC inh no detg	AMA1 RON2 block
O=C(COC(=O)c1ccc2[nH]c3c(c2c1)CCCC3)NC1CCS(=O)(=O)C1 (stereo not drawn)	-4%	-21	1%	3%	?	10%	-25%
CCOCCCNC(=S)N1CCN(C(=O)C(=O)Nc2ccc(C(=O)OC)cc2)CC1	-7%	-30	-8%	-4%	-10%	1%	-7%
Nc1cccc2c1C(=O)N(Cc1nnc(-c3ccccc3Br)o1)C2=O	-8%	3	2%	0%	-15%	-10%	29%
COc1ccccc1N1CC(C(=O)Nc2cc(C(F)(F)F)ccc2N2CCCC2)CC1=O (stereo not drawn)	-16%	14	-1%	/	-3%	94%[activator]	0%
CN(C)CCCNc1ncnc2scc(-c3ccccc3)c12	?	-10	-11%	-9%	?	-2%	-2%
Nc1nnc(CSCc2ccc(Cl)cc2Cl)s1	-2%	-32	-13%	0%	12%	-33%	-3%
CCCc1cc(=O)oc2cc(C)cc(OCC(=O)NC(Cc3ccc(Cl)cc3)C(=O)O)c12 (stereo not drawn)	-10%	-5	-5%	1%	23%	-21%	5%
CCOc1ccccc1NC(=O)N1CCC(N2CCN(Cc3ccccc3)C(=O)C2=O)CC1	7%	18	2%	/	/	/	/
Cc1cc(C)nc(-n2nc(C)cc2NC(=O)CN2CCC(C)CC2)n1	-13%	?	3%	5%	3%	46%	5%
CCOC(=O)c1ccc(N2C(=O)C=C(N3CCOCC3)C2=O)cc1	-9%	42	-5%	6%	24%	-23%	0%
O=C(NNC(=O)c1ccccc1F)c1ccc2nc[nH]c2c1	6%	7	3%	-8%	11%	-20%	19%
CCCN(CC(=O)Nc1ccccc1C)C(=O)c1ccc(N2CCCCCC2)c([N+](=O)[O-])c1	9%	3	0%	-13%	-29%	22%	-14%
CCC[C@@H](CN1CCC[C@H]1CN1C(N)=NC[C@H]1CC(C)C)N1C[C@@H]([C@H](C)CC)N(CCc2ccc(Cl)c(Cl)c2)C1=N	/	-30	1%	/	-18%	143%[activator]	12%
COc1ccc(C(=O)O/N=C(\N)c2ccccc2)cc1	-7%	54	?	?	-2%	-16%	17%
COCCNc1ccc(-c2nc(-c3cccc(C)c3)no2)cc1[N+](=O)[O-]	3%	43	-9%	/	/	/	/
O=C(NCc1cccnc1)Nc1cccc(Cl)c1Cl	?	65	1%	1%	-9%	-30%	-7%
Cc1cccc(N/C(=N\S(=O)(=O)c2ccccc2)C(F)(F)F)c1	?	48	-7%	1%	23%	-19%	-30%
COC(=O)[C@@]1(Sc2ccc(C)cc2)CC(=O)N(c2cccc(SC)c2)[C@@H]1c1ccccc1	/	-26	5%	/	/	/	10%
Nc1ccnc(=O)[nH]1	-11%	?	2%	/	10%	-11%	2%
COC(=O)Cn1ccc2cc(S(=O)(=O)N3CCCCCC3)ccc21	-2%&-2%	1&13	-2%&0%	3%	5%	0%	-3%

Next part:
mol	AmpC inh detg	HCMV inh	Tb PYK inh	LmPK inhibitor	HCV inhibitor	AmpC inh no detg	AMA1 RON2 block
O=C(O)C(Cc1ccccc1)N1C(=O)/C(=C/c2cccc3ccccc23)SC1=S (stereo not drawn)	-1%	/	/	9%	0%	-16%	/
COc1ccc2c(c1)OC[C@H]1[C@H]2N2C(=O)c3cc(C)ccc3NC(=O)[C@@]2(C)[C@H]1c1ccccc1	/	/	0%	/	?	-11%	-1%
C#CCOCCOCCOCCNc1nc(N2CCN(C(=O)Cn3cc(CCCN=C(N)N)nn3)CC2)nc(N2CCN(C(=O)[C@H](CCCCN)n3cc(CCCC)nn3)CC2)n1	0%	-18	6%	/	2%	289%[activator]	-8%
COc1c(O)ccc(/C=N\NC(=O)c2ccc3c(c2)OCO3)c1[N+](=O)[O-]	?	65	-2%	4%	-5%	-28%	-1%
CC(C)=CCC[C@](C)(O)C1CC[C@]2(C)C1C(O)CC1[C@@]3(C)CCC(O)C(C)(C)C3C(O[C@@H]3OC(CO)C(O)C(O)C3O[C@@H]3OC(C)C(O)C(O)C3O)C[C@]12C (stereo partly drawn)	/	-3	9%	/	?	186%[activator]	0%
CCc1nc(NCc2ccco2)c2oc3ccccc3c2n1	-5%	-28	6%	6%	-28%	-22%	-21%
CCN1CCN(c2ccc(S(=O)(=O)N3CCCCC3)cc2NC(=O)c2cccc(F)c2)CC1	?	-8	2%	/	?	123%[activator]	25%
COc1c(O)c(O)c2oc(-c3ccccc3)cc(=O)c2c1OC	6%	16	-26%	7%	?	-18%	50%[activator]
COC(=O)CCC(C(=O)CN1C(=O)c2ccccc2C1=O)N1C(=O)c2ccccc2C1=O (stereo not drawn)	/	33	-8%	/	1%	/	-2%
Cc1ccc(NC(=O)c2ccc(OC(=O)COc3cccc(Cl)c3)cc2)cc1	-9%	69	-3%	-5%	-8%	-17%	0%
O=C(NCc1nnnn1-c1ccc(F)cc1)c1ccc(S(=O)(=O)N2CCOCC2)cc1	/	?	2%	/	/	/	3%
CN(c1ccccc1)S(=O)(=O)c1ccc(C(=O)N2CCc3ccccc3C2)cc1	5%	-19	-7%	7%	?	13%	-3%
COc1ccc(OC(C)C(=O)N(C)Cc2nc(-c3cccc(C)c3)no2)cc1 (stereo not drawn)	0%	?	0%	2%	?	59%	-8%
O=C1CC(c2ccccc2)=C(c2ccccc2)C1c1ccccc1 (stereo not drawn)	/	-30	-3%	/	-18%	/	-1%
CCN(CC)C(=O)Oc1ccc2cc(Br)ccc2c1	0%	-5	-1%	0%	2%	-13%	26%
COc1ccc(-n2c(O)c(C(C)=NCc3ccc4c(c3)OCO4)c(=O)[nH]c2=O)cc1	-5%	-13	-7%	-5%	-9%	-5%	12%
O=C(COc1coc(CN2CCN(c3ccc(F)cc3)CC2)cc1=O)NCC1CCCO1 (stereo not drawn)	-16%	-20	7%	/	-3%	-2%	17%
O=[N+]([O-])c1cc(C=Nc2ccc3ccccc3c2)ccc1Br	-9%	-27	-3%	-2%	23%	-56%	?
Cc1ccc2nc(-c3ccc(F)cc3)c(Cc3ccccc3C(F)(F)F)n2c1	/	72	-5%	/	/	/	-9%
Brc1ccc(-c2nnc3ccc(Nc4ccccc4)nn23)cc1	-9%	/	/	0%	13%	-12%	/

Some of the entries so far, field by field.
COc1c(O)ccc(/C=N\NC(=O)c2ccc3c(c2)OCO3)c1[N+](=O)[O-]
  AmpC inh detg: ?
  HCMV inh: 65
  Tb PYK inh: -2%
  LmPK inhibitor: 4%
  HCV inhibitor: -5%
  AmpC inh no detg: -28%
  AMA1 RON2 block: -1%
CC(C)=CCC[C@](C)(O)C1CC[C@]2(C)C1C(O)CC1[C@@]3(C)CCC(O)C(C)(C)C3C(O[C@@H]3OC(CO)C(O)C(O)C3O[C@@H]3OC(C)C(O)C(O)C3O)C[C@]12C (stereo partly drawn)
  AmpC inh detg: /
  HCMV inh: -3
  Tb PYK inh: 9%
  LmPK inhibitor: /
  HCV inhibitor: ?
  AmpC inh no detg: 186%[activator]
  AMA1 RON2 block: 0%
CCc1nc(NCc2ccco2)c2oc3ccccc3c2n1
  AmpC inh detg: -5%
  HCMV inh: -28
  Tb PYK inh: 6%
  LmPK inhibitor: 6%
  HCV inhibitor: -28%
  AmpC inh no detg: -22%
  AMA1 RON2 block: -21%
CCN1CCN(c2ccc(S(=O)(=O)N3CCCCC3)cc2NC(=O)c2cccc(F)c2)CC1
  AmpC inh detg: ?
  HCMV inh: -8
  Tb PYK inh: 2%
  LmPK inhibitor: /
  HCV inhibitor: ?
  AmpC inh no detg: 123%[activator]
  AMA1 RON2 block: 25%

Further entries:
| mol | AmpC inh detg | HCMV inh | Tb PYK inh | LmPK inhibitor | HCV inhibitor | AmpC inh no detg | AMA1 RON2 block |
| --- | --- | --- | --- | --- | --- | --- | --- |
| NC(=O)Nc1ccc(C(=O)OCC(=O)Nc2ccc(Cl)cn2)cc1 | -6% | ? | 1% | 2% | 6% | -31% | -17% |
| CC1CCN(C(=O)CCCOc2cc(=O)n(C)c3ccccc23)CC1 | 9% | 414 | 5% | 0% | ? | 75%[activator] | 8% |
| CC1C(=O)Nc2ccccc2N1C(=O)c1ccc(Cl)cc1 (stereo not drawn) | -9% | 1 | 1% | 0% | -1% | -23% | 10% |
| O=[N+]([O-])c1ccc2c(c1)C(N1CCOCC1)/C(=C/COc1ccc3ccccc3c1Br)O2 (stereo not drawn) | -5% | 15 | -7% | -4% | -18% | -28% | ? |
| O=C(NNC(=O)c1cccnc1SCc1cccc([N+](=O)[O-])c1)c1ccccn1 | -4% | -100* | 3% | -1% | ? | -17% | 43%[activator] |
| Cc1ccc(CN(C)C(=O)C2CCC(=O)N(CCc3ccccc3)C2)o1 (stereo not drawn) | ? | 59 | ? | -5% | 12% | 34% | 3% |
| CNc1cc(NS(=O)(=O)c2ccc(N)cc2)nc(NC)n1 | ? | -25 | 4% | / | 15% | 18% | -11% |
| CCN(CC)c1ccc(C(=O)NNC(=O)CNC(=O)c2cccs2)cc1 | ? | 1 | 6% | / | 7% | -25% | 16% |
| O=C(CSCc1cccc(Br)c1)N1CCOCC1 | ? | 19 | 3% | -3% | 1% | 4% | -10% |
| CCCc1nc2ccccc2n1CCc1ccccc1 | -11% | -74* | -6% | 1% | -16%[0.335 µM] | -3% | 15% |
| COC(/C=C/Nc1ccc(Cl)cc1)=C(C#N)C#N | 1% | -8 | -3% | -6% | 9% | -44% | -5% |
| COc1ccc(CNC(=O)c2cc3ccccc3oc2=O)cc1 | 2% | -24 | 8% | -5% | 10% | -13% | 0% |
| O=C(Cc1ccc([N+](=O)[O-])cc1)Nc1ccon1 | -17% | -27 | -10% | -3% | 3% | -10% | 2% |
| CC(CN1C(C)CCCC1C)OC(=O)c1ccc(F)cc1 (stereo not drawn) | -10% | -32 | -1% | -6% | 9% | 46% | -5% |
| CN(CC(=O)N1CCCCCC1)S(=O)(=O)c1cccc2cccnc12 | ? | -1 | -2% | 1% | -2% | -5% | -2% |
| CCOc1ccc(S(=O)(=O)NCC(=O)N(C)Cc2cccnc2)cc1 | 10% | 4 | 0% | 7% | 7% | 3% | 11% |
| CCN1/C(=C2\C(=O)N(C)C(=S)N2C)C=Cc2cc(OC)ccc21 | -11% | 5 | -30% | ? | 9% | 3% | -1% |
